Assay outcomes from PubChem.
VLA-4 inh: inhibition in a human VLA-4 binding assay. actives 0.2% (n = 330,000). VLA-4 expressing cells, ligand binding flow cytometry. P13612. AID 2557. inhibition, % (about 7 µM as worked out from the volumes in the protocol); in the data active = inhibition above about 50%
GLD-1 TGE inh: GLD-1-TGE RNA interaction inhibition (C. elegans). purified GLD-1 + fluorescein TGE RNA, fluorescence polarization. inhibition, % at 5.96 µM. actives 0.44% (n = 320,000);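 active = percent inhibition above a per-plate cutoff, the plate mean of test compounds plus 3 SD, cut at about 30% in these data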;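 note: 0% = DMSO wells with GLD-1 and probe and 100% = wells lacking GLD-1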
Target sequence (Q17339 whole entry, looked up): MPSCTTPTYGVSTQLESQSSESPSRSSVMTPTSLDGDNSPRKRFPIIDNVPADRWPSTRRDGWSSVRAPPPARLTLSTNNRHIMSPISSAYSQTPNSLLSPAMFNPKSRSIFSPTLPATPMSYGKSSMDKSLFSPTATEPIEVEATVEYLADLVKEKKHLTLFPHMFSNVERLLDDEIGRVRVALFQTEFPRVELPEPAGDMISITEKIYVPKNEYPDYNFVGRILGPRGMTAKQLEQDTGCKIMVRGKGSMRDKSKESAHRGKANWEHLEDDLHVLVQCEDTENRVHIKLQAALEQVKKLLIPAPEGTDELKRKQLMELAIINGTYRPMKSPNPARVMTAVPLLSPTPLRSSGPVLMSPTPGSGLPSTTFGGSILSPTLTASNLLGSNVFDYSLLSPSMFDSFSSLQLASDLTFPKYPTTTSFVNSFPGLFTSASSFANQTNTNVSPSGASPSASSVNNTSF
AGP1 TOR yeast: modulators of TOR pathway AGP1-GFP in S. cerevisiae; S. cerevisiae AGP1-GFP multiplex flow cytometry, 3 h; GFP as percent of DMSO wells; GFP response vs DMSO, % at 10 µM; actives 0.02% (n = 320,000); AID 2066;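 active = GFP response relative to DMSO above a set limit, near screen average plus 3 SD, cut at about 150% in these data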;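 note: median GFP channel fluorescence of the gated AGP1 strain per well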
CIT2 TOR yeast: modulators of TOR pathway CIT2-GFP in S. cerevisiae | S. cerevisiae CIT2-GFP strain, flow cytometry, 3 h; 100 means same as DMSO wells | actives 0.065% (n = 320,000) | GFP response vs DMSO, % at 10 µM;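 active = GFP response relative to DMSO above a set limit, near the screen mean plus 3 SD, cut at about 150% in these data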;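 note: ratio of well median GFP fluorescence to mean of DMSO wells on the plate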
MEX-5 binding: C. elegans MEX-5 TCR-2 RNA binding activity; Q9XUB2; MEX-5/FITC-TCR2 RNA binding, fluorescence polarization; hits give low values; activity score (negative = inhibition of binding), % at 10 µM; actives 0.38% (n = 300,000); AID 1832;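 active = inhibition past about -25% in most replicates, and total fluorescence under double the plate's negative control median, limit read from the data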;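 note: 0% = DMSO and -100% = 5 µM competing unlabeled TCR2 RNA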
Target sequence (Q9XUB2 whole entry, looked up): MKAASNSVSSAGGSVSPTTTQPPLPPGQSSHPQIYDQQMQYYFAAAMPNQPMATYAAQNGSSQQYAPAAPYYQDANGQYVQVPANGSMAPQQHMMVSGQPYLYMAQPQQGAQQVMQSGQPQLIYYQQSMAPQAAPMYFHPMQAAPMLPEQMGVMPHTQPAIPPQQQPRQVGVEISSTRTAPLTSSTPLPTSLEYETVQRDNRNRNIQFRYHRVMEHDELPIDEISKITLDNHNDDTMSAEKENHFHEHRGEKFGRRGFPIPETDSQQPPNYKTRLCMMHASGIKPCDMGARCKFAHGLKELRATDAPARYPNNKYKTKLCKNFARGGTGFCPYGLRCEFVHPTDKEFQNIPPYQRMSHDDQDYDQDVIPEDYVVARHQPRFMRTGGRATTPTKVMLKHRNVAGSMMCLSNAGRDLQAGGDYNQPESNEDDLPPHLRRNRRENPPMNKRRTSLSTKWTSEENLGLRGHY
GRK2 aptamer HTS: blocks RNA aptamer binding to human GRK2; P25098; inhibition of aptamer binding, % at 10 µM; bead flow cytometry, FAM-aptamer displacement from GRK2; actives 0.59% (n = 330,000); AID 488847;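 active = inhibition of aptamer binding above 40%, roughly 3 SD of noise, on plates passing a quality check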;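 note: median bead fluorescence of bound FAM aptamer so fluorescent compounds give negative values; no value below 0 was filed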
MCL1 BIM primary: disrupts human MCL1 binding to BIM-BH3 peptide; Q07820; GST-MCL1 / FITC-Bim-BH3 fluorescence polarization; inhibition, % at 10.9 µM; actives 0.68% (n = 320,000);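 active = inhibition above the mean inhibition of all tested compounds plus 3 SD, set per campaign, cut at about 40% in these data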;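 note: 0% = DMSO wells and 100% = unlabeled Bim-BH3 peptide control; higher means more loss of mP so more displacement of Bim peptide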
Yeast superoxide: lowers age-related superoxide in aged yeast cells; S. cerevisiae aged cells, superoxide DHE fluorescence; hits give low values; actives 0.18% (n = 330,000); superoxide response (% of plate mean), % at 10 µM;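 active = superoxide response under a set limit, about three screen SD below normal, cut at about 65% in these data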;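 note: yeast aged for seven days with compound at 30 °C before DHE staining; 100% = average MFI of all compound-treated wells on the plate with controls excluded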
BCLXL inh: blocks human Bcl-xL binding to Bim BH3 peptide; actives 0.7% (n = 320,000); Q07817; inhibition, % at 10.9 µM; GST-Bcl-xL / FITC-Bim BH3 peptide fluorescence polarization; AID 2129;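 active = inhibition above the mean of all tested compounds plus 3 SD, cutoff set per campaign, cut at about 30% in these data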;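 note: 0% = DMSO wells and 100% = unlabeled Bim-BH3 peptide competitor; inhibitors lower millipolarization by displacing the labeled peptide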
Numbers without * were called inactive; . = not tested or not shown; [ ] = dose if it differs, or a comment.

The first three entries as a preview:
Values in the order – VLA-4 inh, GLD-1 TGE inh, AGP1 TOR yeast, CIT2 TOR yeast, MEX-5 binding, GRK2 aptamer HTS, MCL1 BIM primary, Yeast superoxide, BCLXL inh
CSc1ncc(F)c(N(CCO)CCO)n1
    -6, 0, 107, 101, 0.7, 1, 0, 97, -1
Cc1cccc(NCc2ccc(Br)cc2)n1
    5, 1, 100, 99, 1.4, 7, 2, 88, 4
Cc1cc(=O)oc(C)c1C(=O)Nc1cccc2nonc12
    4, 2, 88, 91, -0.9, 2, 4, 92, 8

The whole of this part, repeating the preview:
Values in the order – VLA-4 inh, GLD-1 TGE inh, AGP1 TOR yeast, CIT2 TOR yeast, MEX-5 binding, GRK2 aptamer HTS, MCL1 BIM primary, Yeast superoxide, BCLXL inh
CSc1ncc(F)c(N(CCO)CCO)n1
    -6, 0, 107, 101, 0.7, 1, 0, 97, -1
Cc1cccc(NCc2ccc(Br)cc2)n1
    5, 1, 100, 99, 1.4, 7, 2, 88, 4
Cc1cc(=O)oc(C)c1C(=O)Nc1cccc2nonc12
    4, 2, 88, 91, -0.9, 2, 4, 92, 8
CCOC(=O)c1cnc(SCC(=O)Nc2ccc(NC(=O)CC)c(OC)c2)nc1N
    15, 8, 101, 99, -1.8, 3, 14, 96, 7
CC(=O)c1cccc(N2C(=O)C3C4CCC(C4=C(C)C)C3C2=O)c1 (centres undefined)
    -15, 4, 100, 99, -0.8, 2, 0, 97, -2
CC1CC(=O)Nc2ccccc2N1C(=O)CSc1ncnc2sccc12 (centres undefined)
    8, -6, 99, 93, ., 0, 0, 106, 3
COc1c(C)cc(Br)cc1C(=O)NCc1cccnc1
    -6, -2, 107, 106, 1.2, 5, 4, 77, 5
CCN1CCN(S(=O)(=O)c2ccc(Cl)c(C(=O)NC3CCC(C)CC3)c2)CC1 (centres undefined)
    -21, 1, 95, 91, ., 0, 2, 95, 5
COCCNC(=O)C(c1ccco1)N(C(=O)Cn1nnc2ccccc21)c1ccc(C)cc1C (centres undefined)
    -1, 7, 97, 92, -0.7, 0, -1, 113, 3
COC(=O)c1ccccc1NC(=O)NC1CCC(C)CC1 (centres undefined)
    -8, -3, 94, 101, -0.6, 0, 8, 120, 4
Cc1cccc(N(C)C(=O)CN2C(=O)COc3ccc(S(=O)(=O)N4CCCCCC4)cc32)c1
    2, -8, 103, 106, 2.5, 0, -2, 91, -4
CC1(C)CCCC2=C1CC1C(=O)N(N)C(=O)C1C2 (centres undefined)
    9, 5, 98, 96, -0.5, 0, 3, 96, 4
CCN(Cc1ccccc1)S(=O)(=O)c1cc(C(=O)NCCCN(C)C)ccc1OC
    17, -14, 96, 90, -0.3, 0, -3, 114, -7
Cn1c(=O)c2[nH]c(N3CCN(c4ccccc4)CC3)nc2n(C)c1=O
    -2, 2, 116, 90, 2.0, 0, -3, 98, 4
COc1ccc(-c2c(C#Cc3ccsc3)c3cc(-c4ccc(OC)nc4)ccc3n2C)cc1
    -20, -3, 98, 95, ., 0, 3, 107, 5
O=C(CCOc1ccccc1)Nc1ccccc1
    12, 6, 100, 91, -1.5, 1, 2, 94, 2
COc1ccc(/C=C2\SC(N)=NC2=O)cc1Cl
    9, -4, 111, 113, -3.1, 0, 8, 104, 3
CC1CCC(NC(=O)C2(C)CCC(=O)N2Cc2cccnc2)CC1 (centres undefined)
    8, 1, 92, 95, 0.6, 1, 1, 93, 0
O=C(Nc1ccc(Cl)cc1F)C1CCN(S(=O)(=O)c2cccc3nonc23)CC1
    4, -1, 96, 92, 0.5, 0, -7, 90, -4
C=CCn1c(SCC(=O)Nc2cc(C)cc(C)c2)nnc1-c1cnccn1
    -88, 7, 98, 95, ., ., -5, 79, 3
CC1CCCCN1C(=O)COC(=O)CNC(=O)c1sc2ccccc2c1Cl (centres undefined)
    0, 2, 109, 93, -2.1, 0, -1, 96, 2
CC(NCC(O)COCCC12CC3CC(CC(C3)C1)C2)c1ccccc1 (centres undefined)
    6, 6, 97, 103, -0.2, 0, 6, 107, 5
CC1CCCN(C(=O)CSc2nnc(-c3ccco3)n2C)C1 (centres undefined)
    6, 5, 101, 97, 0.9, 1, -3, 95, 5
CC(=O)N(CCC(Cc1ccccc1)c1ccco1)Cc1ccco1 (centres undefined)
    1, 2, 100, 100, -1.7, 4, -5, 85, 0
CCC(C(=O)OCC(=O)N1CCN(S(=O)(=O)c2ccc(C)cc2C)CC1)c1ccccc1 (centres undefined)
    10, 2, 97, 93, ., 2, -1, 81, -5
COc1ccc(CCNC(=O)C2CCN(S(=O)(=O)N3CCCCC3)CC2)cc1OC
    6, 6, 105, 107, -0.4, 2, 2, 106, 7
CCCn1nc(Oc2nc(SC)nc(N(C)C)n2)ccc1=O
    9, -1, 108, 104, -0.9, 0, 5, 111, 10
O=C(N/N=C/C=C/c1ccccc1)c1cccs1
    -3, 3, 103, 92, -0.2, 0, 26, 95, 8
CCOc1ccc(/C=C/C(=O)CCC(=O)O)cc1
    1, 5, 87, 99, -3.3, 1, 0, 90, 10
O=c1c2ccccc2nc(N2CCN(c3ccccc3)CC2)n1Cc1ccccc1
    -2, -3, 100, 96, 3.8, 0, 5, 96, 4

In the list so far, these have fluorine:
Values in the order – VLA-4 inh, GLD-1 TGE inh, AGP1 TOR yeast, CIT2 TOR yeast, MEX-5 binding, GRK2 aptamer HTS, MCL1 BIM primary, Yeast superoxide, BCLXL inh
CSc1ncc(F)c(N(CCO)CCO)n1
    -6, 0, 107, 101, 0.7, 1, 0, 97, -1
O=C(Nc1ccc(Cl)cc1F)C1CCN(S(=O)(=O)c2cccc3nonc23)CC1
    4, -1, 96, 92, 0.5, 0, -7, 90, -4

Next section.
Values in the order – VLA-4 inh, GLD-1 TGE inh, AGP1 TOR yeast, CIT2 TOR yeast, MEX-5 binding, GRK2 aptamer HTS, MCL1 BIM primary, Yeast superoxide, BCLXL inh
CCOCCn1c(SCc2ccccc2)nc2c1c(=O)[nH]c(=O)n2C
    2, -5, 85, 92, -0.3, 3, -4, 102, -2
COc1cc(OC)c(NS(=O)(=O)c2cc(C(=O)OCC(=O)NCC3CCCO3)ccc2OC)cc1Cl (centres undefined)
    -2, 8, 95, 89, 0.4, 1, 1, 95, -4
Cc1ccc(/C=N/NC(=O)C2(C)CC2(Br)Br)cc1 (centres undefined)
    0, -3, 101, 92, -0.3, 5, 16, 104, -10
Cc1ccc(NNc2c(C)nc3ccccc3nc2=O)cc1
    -1, -9, 97, 88, 0.0, 0, 0, 111, 1
Brc1ccc(-c2ncc(-c3ccccc3)cn2)cc1
    -2, 3, 104, 104, 0.3, 0, 4, 100, 2
CC1(C(=O)Nc2ccc3c(c2)OCCO3)CC1(Cl)Cl (centres undefined)
    2, 3, 108, 117, 0.5, 2, -6, 95, -1
COc1ccc(NS(=O)(=O)c2cccc3ccccc23)cc1
    -10, -2, 96, 87, 1.7, 0, 6, 95, 9
O=C1NC(Cc2ccccc2)c2nc3ccc(Cl)cc3c(=O)n2-c2cc(Cl)ccc21 (centres undefined)
    2, 0, 102, 99, ., 3, -7, 103, -1
Cc1ccccc1NC(=O)N1CCNC(=O)C1CC(=O)Nc1cc(Cl)ccc1Cl (centres undefined)
    1, -2, 118[may fluoresce green], 159*[may fluoresce green], 1.6, 0, 5, 102, -1
CC1CCCN(C(=O)C2CCN(S(=O)(=O)c3cccc4nsnc34)CC2)C1 (centres undefined)
    1, 2, 99, 92, 1.0, 1, -9, 89, -5
Cc1ccc(S(=O)(=O)/N=c2\ccc(Cl)cn2C(F)F)cc1
    -1, 0, 99, 88, -2.7, 1, 6, 108, 2
CCOC(=O)c1ccc(NC(=O)c2c(N)n(Cc3ccccc3)c(=O)[nH]c2=O)cc1
    -8, -6, 86, 86, 0.5, 0, 8, 83, 2
Cc1c(S(=O)(=O)N2CCN(C(=O)c3ccco3)CC2)c(=O)n(C)c(=O)n1C
    5, 4, 100, 104, -1.2, 0, -2, 88, 5
O=C(Nc1ccccc1Cl)c1csc(-c2cccnc2)n1
    12, -3, 102, 100, 0.6, 0, 4, 93, 8
Cc1sc2ncnc(NCC3COc4ccccc4O3)c2c1C (centres undefined)
    6, 2, 104, 85, -1.3, 0, 2, 107, 2
Cc1ccc2[nH]cc(CCNC(=O)c3cccs3)c2c1
    6, ., 93, 94, 0.7, 1, ., 99, .
COc1ccccc1NS(=O)(=O)c1ccc2nc(CCl)[nH]c2c1
    10, -6, 99, 94, -5.7, 0, 6, 105, 4
COc1ccccc1N1CCN(C(=O)CN2C(=O)c3cccc4cccc(c34)C2=O)CC1
    8, 6, 103, 89, -2.5, 1, 6, 97, 2
O=C(O)c1ccc(NS(=O)(=O)c2cccc3cccnc23)cc1
    35, 8, 102, 107, 0.8, 3, 0, 92, 3
CCC(CC)C(=O)Oc1c(Sc2ccccc2[N+](=O)[O-])c(C)nn1C(C)(C)C
    -5, 0, 103, 106, -0.5, 0, 7, 102, 4
CC(SC1=NCCN1S(C)(=O)=O)c1ccccc1 (centres undefined)
    14, -2, 106, 105, 0.0, 0, 19, 114, 3
Cc1ccc(N(CC(=O)N2CCCCC2)S(=O)(=O)c2ccc(C)cc2)cc1
    1, 3, 104, 93, -0.3, 2, 12, 98, 6
COc1cc(/C=N/NC(=S)Nc2cccnc2)cc(OC)c1OC
    -13, -5, 105, 109, -1.3, 0, 5, 97, 9

Entries of single compounds, looked up by structure. Values in the order: VLA-4 inh, GLD-1 TGE inh, AGP1 TOR yeast, CIT2 TOR yeast, MEX-5 binding, GRK2 aptamer HTS, MCL1 BIM primary, Yeast superoxide, BCLXL inh
Listed for CCOCCn1c(SCc2ccccc2)nc2c1c(=O)[nH]c(=O)n2C → 2, -5, 85, 92, -0.3, 3, -4, 102, -2
Listed for O=C1NC(Cc2ccccc2)c2nc3ccc(Cl)cc3c(=O)n2-c2cc(Cl)ccc21 (centres undefined) → 2, 0, 102, 99, ., 3, -7, 103, -1

The order is random; about 2.1% have a hit in one of these screens.
